Bioassay records from PubChem.
TPT1 inh = Candida albicans TPT1 enzyme inhibitors, primary screen, biochemical, fluorescence polarization. recombinant caTPT1, FP RNA substrate dephosphorylation. 300,000 compounds, 0.81% hits. inhibition, % at 5 µM. tRNA 2'-phosphotransferase TPT1 (Candida albicans SC5314). AID 1962, 2009;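 active means inhibition above the mean of all tested compounds plus 3 SD, set per screening campaign, cut at about 24% in these data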;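 further: plate controls were DMSO alone for no effect and ferristatin control at 100 nM for full effect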
HCV core dimer = inhibitors of HCV core protein dimerization, primary screen, biochemical, TR-FRET, high-throughput | 300,000 compounds, 0.33% hits | inhibition, % at 5 µM | TR-FRET GST/Flag-core106 dimerization, 1536-well;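 active means inhibition above the mean of all tested compounds plus 3 SD, set per screening campaign, cut at about 45% in these data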
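Test system: GST/Flag-tagged HCV core106 proteins; Medium: KF-containing HEPES buffer, pH 7.45, DTT, CHAPS, BSA; Times: compound-protein-antibody incubation 4 h at 22.5 °C; Detection: TR-FRET 671 and 617 nm emission; Benchmarks: wells lacking GST-core106 and wells with excess unlabelled core106.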
JMJD2C inh = inhibitors of GASC-1 histone demethylase, primary screen, biochemical, fluorescence, DELFIA europium. GST-JMJD2C(1-420) H3K9me3 demethylation. inhibition, % at 2.35 µM. Lysine-specific demethylase 4C (Homo sapiens), Q9H3R0. 330,000 compounds, 0.069% hits;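 active means more than half of a compound's replicate wells show inhibition beyond 50%, single wells judged on their own value; inconclusive means some, but no more than half, of replicates pass 50% inhibition; inactive means no replicate passes 50% inhibition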;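 further: signal counts dimethyl H3K9 product captured on neutravidin plate; 0% = median of DMSO wells and 100% = 0.3 times that DMSO median; strong numbers were not always called active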
LYPLA2 inh = LYPLA2 inhibitors, primary screen, counter-screen for PME1 inhibitor project, biochemical, fluorescence polarization, FP-Rh probe ABPP. Acyl-protein thioesterase 2 (Homo sapiens), O95372. AID 2177, 2009. inhibition, % at 5.9 µM. 320,000 compounds, 0.38% hits. recombinant LYPLA2;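 active means inhibition above the screen-wide mean plus 3 SD, limit set per campaign, cut at about 26% in these data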;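 further: 0% = LYPLA2 with DMSO and 100% = wells lacking LYPLA2 enzyme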
Target sequence (O95372 whole entry, looked up): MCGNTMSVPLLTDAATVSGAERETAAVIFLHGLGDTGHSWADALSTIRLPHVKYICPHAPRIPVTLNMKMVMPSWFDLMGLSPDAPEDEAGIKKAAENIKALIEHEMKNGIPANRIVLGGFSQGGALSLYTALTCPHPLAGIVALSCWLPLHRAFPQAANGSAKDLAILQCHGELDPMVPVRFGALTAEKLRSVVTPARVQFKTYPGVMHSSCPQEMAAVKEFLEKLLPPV
PP1 inh = PP1-alpha phosphatase inhibitors, primary screen, counter-screen for PP5 inhibitor project, biochemical, fluorescence, OMFP substrate, single point. Serine/threonine-protein phosphatase PP1-alpha catalytic subunit (Homo sapiens), P62136. purified PP1alpha. inhibition, % at 6.7 µM. 320,000 compounds, 0.9% hits. AID 2235, 2010;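 active means inhibition above the mean inhibition of all tested compounds plus 3 SD, computed separately for each screening campaign, cut at about 15% in these data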
Target sequence (P62136 whole entry, looked up): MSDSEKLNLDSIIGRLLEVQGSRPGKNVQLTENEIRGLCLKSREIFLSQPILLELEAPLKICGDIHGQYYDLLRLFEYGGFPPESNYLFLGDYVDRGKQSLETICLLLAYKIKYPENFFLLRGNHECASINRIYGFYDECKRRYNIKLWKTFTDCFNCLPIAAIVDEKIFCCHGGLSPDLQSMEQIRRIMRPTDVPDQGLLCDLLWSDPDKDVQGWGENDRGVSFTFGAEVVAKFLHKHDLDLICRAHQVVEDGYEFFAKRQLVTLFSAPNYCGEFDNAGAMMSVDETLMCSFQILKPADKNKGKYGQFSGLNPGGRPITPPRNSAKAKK
PP5 primary = PP5 phosphatase inhibitors, primary screen, biochemical, fluorescence; Serine/threonine-protein phosphatase 5 (Homo sapiens), P53041; purified PP5c, OMFP substrate fluorescence; inhibition, % at 6.7 µM; 320,000 compounds, 0.18% hits;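 active means inhibition above the campaign's mean inhibition across all tested compounds plus 3 SD, cut at about 9.5% in these data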;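 further: 0% = DMSO only and 100% = 100 µM cantharidin control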
Target sequence (P53041 whole entry, looked up): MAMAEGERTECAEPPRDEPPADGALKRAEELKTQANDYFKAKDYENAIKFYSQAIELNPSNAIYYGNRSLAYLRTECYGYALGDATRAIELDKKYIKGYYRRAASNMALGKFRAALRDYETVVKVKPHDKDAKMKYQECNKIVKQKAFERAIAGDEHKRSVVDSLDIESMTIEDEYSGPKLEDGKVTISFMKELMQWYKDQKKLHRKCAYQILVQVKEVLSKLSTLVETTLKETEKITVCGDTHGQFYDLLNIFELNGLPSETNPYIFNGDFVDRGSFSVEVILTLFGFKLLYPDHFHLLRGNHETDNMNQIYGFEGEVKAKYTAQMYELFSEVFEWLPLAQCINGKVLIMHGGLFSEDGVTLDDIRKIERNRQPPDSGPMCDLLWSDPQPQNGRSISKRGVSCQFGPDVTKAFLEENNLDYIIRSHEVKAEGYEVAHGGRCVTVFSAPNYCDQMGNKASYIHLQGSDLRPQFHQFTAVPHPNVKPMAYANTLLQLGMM
CTSL1 counter = Fasciola hepatica cathepsin L1 inhibitors, primary screen, counter-screen for PFM18AAP inhibitor project, biochemical, QFRET, fluorogenic peptide substrate | recombinant F. hepatica cathepsin L1, Z-Leu-Arg-MCA fluorescence | inhibition, % at 5.96 µM | 300,000 compounds, 0.49% hits | AID 1906, 2009;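 active means inhibition above the mean of all tested compounds plus 3 SD, set per screening campaign, cut at about 17% in these data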;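 further: 0% = plate median of test compound wells and 100% = 1 µM Z-Phe-Ala-diazomethylketone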
Efflux pump inh = inhibitors of Candida efflux pumps in yeast, primary screen, S. cerevisiae, Nile Red, multiplex | S. cerevisiae Candida pump triplex | inhibition, % at 10 µM | 330,000 compounds, 0.44% hits;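 active means plate passing quality check with inhibition over a set limit, or well fluorescence over plate mean plus 4 SD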;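 further: Nile Red retained in pooled yeast measured as flow cytometry median fluorescence; 0% = buffer negative control and 100% = Enniatin B positive control; higher means more Nile Red kept so more efflux inhibition; some compounds called inactive have numbers as strong as hits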
PREPL inhibitor = PREPL enzyme inhibitors, primary screen, biochemical, fluorescence polarization; 320,000 compounds, 0.68% hits; Prolyl endopeptidase-like (Homo sapiens), Q4J6C6; recombinant PREPL, fluorescence polarization activity-based probe; inhibition, % at 5.96 µM; in the data active means inhibition above about 43%;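 further: 0% = enzyme with DMSO and 100% = wells lacking enzyme; many of its hits are not listed in these tables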
An asterisk follows results filed as active; ? = inconclusive; / = not tested or not shown.

SMILES	TPT1 inh	HCV core dimer	JMJD2C inh	LYPLA2 inh	PP1 inh	PP5 primary	CTSL1 counter	Efflux pump inh	PREPL inhibitor
O=C(c1ccc(Cl)c(S(=O)(=O)N2CCOCC2)c1)N1CCCC1	1	7	2	-4	0	-0.6	9	0.0	4
COc1ccc(C(=O)Nc2nccs2)cc1OC	-1	-1	-38	-8	-1	-1.1	1	0.0	0
COC(=O)C1=C(C)Nc2nc(-c3ccccc3)nn2C1c1ccc(C)o1 (stereo not given)	2	-2	-6	-6	-4	1.8	2	-0.1	-5
CC(=O)Nc1ccc(S(=O)(=O)N2CCN(C(C)CCc3ccccc3)CC2)cc1 (stereo not given)	-3	-1	4	11	2	4.5	-3	-0.2	6
COc1c(O)cccc1[C@H](O)C1CCN(CCc2ccc(F)cc2)CC1	-12	10	10	5	1	-1.6	0	-0.1	-4
CC1(C)CC(=O)C=C(c2ccc(F)nc2)C1	/	/	7	-2	-4	2.5	/	0.2	19
COc1cc(OC)c(C(=O)OCC(=O)NC2CCCC2)cc1OC	0	2	6	-4	1	2.2	0	0.0	5
Cc1nc(NC(=O)c2ccccc2)sc1-c1csc(Nc2cccc(F)c2)n1	19	-23	2	-26	8	0.1	3	0.0	6
CCn1c(C(C)NC(=O)c2ccc(C)cc2)n[nH]c1=S (stereo not given)	3	-8	5	1	-2	4.1	1	0.4	-13
CCOC(=O)N1CCC(NC(=O)C2=C(C)C(=O)OC23CCC(C)CC3)CC1 (stereo not given)	-1	-9	87	7	0	2.4	-3	0.1	4
OCCNCc1cc(Br)ccc1OCc1ccc(Cl)cc1	3	-2	-4	0	-2	3.3	3	0.0	-38
COc1ccc(C(=O)C2CCCN(C(=O)c3ccc(OC)o3)C2)c(C)c1 (stereo not given)	-2	2	-15	-4	1	2.7	-1	0.1	1
CCN(CC)C(=O)c1sc(NC(=S)N2CCN(C(=O)C3CCCO3)CC2)c(C(=O)OC)c1C (stereo not given)	1	-1	-4	5	-1	0.2	0	0.2	-2
O=C(NCC(c1cccnc1)N1CCOCC1)c1ccco1 (stereo not given)	-1	6	-24	-3	0	0.0	-1	0.1	-1
COc1cccc(/C=N/NC(=O)CCCC(=O)Nc2ccc(Br)cc2)c1	-5	-9	-8	3	1	2.6	-2	-0.8	7

Record cards, from the list above. Screens in order: TPT1 inh, HCV core dimer, JMJD2C inh, LYPLA2 inh, PP1 inh, PP5 primary, CTSL1 counter, Efflux pump inh, PREPL inhibitor
Shown for `CC(=O)Nc1ccc(S(=O)(=O)N2CCN(C(C)CCc3ccccc3)CC2)cc1` (stereo not given) : -3, -1, 4, 11, 2, 4.5, -3, -0.2, 6
Shown for `O=C(c1ccc(Cl)c(S(=O)(=O)N2CCOCC2)c1)N1CCCC1` : 1, 7, 2, -4, 0, -0.6, 9, 0.0, 4

Following part.
SMILES	TPT1 inh	HCV core dimer	JMJD2C inh	LYPLA2 inh	PP1 inh	PP5 primary	CTSL1 counter	Efflux pump inh	PREPL inhibitor
COc1ccc(Nc2ncnc3sccc23)cc1	12	15	?	3	0	0.7	2	0.1	0
Cc1ccc([C@@H]2[C@@H]3C(=O)N(C)C(=O)[C@@H]3[C@]3(C)C(=O)N(Cc4ccccc4)CC(=O)N23)o1	1	-9	0	4	-3	0.1	0	-0.1	8
COc1ccc(CC(=O)N/N=C(\C)CC(=O)Nc2cccc(F)c2)cc1	0	-1	3	2	-3	1.3	-1	0.0	-14
CCC(=O)Nc1ccc(C(=O)Nc2ccc(OC)cc2[N+](=O)[O-])cc1	1	-1	4	-1	1	-0.4	-1	-0.2	-4
CN1CCCc2cc(C#N)c(=O)[nH]c21	0	-1	13	2	1	1.1	1	-0.1	6
CCCn1c(SCC(=O)Nc2sc(C)c(C)c2C(=O)OCC)nc2c1c(=O)n(C)c(=O)n2C	3	5	-10	-2	-7	6.1	-7	0.2	4
COc1ccc(CCCc2nnc(SCC(=O)Nc3ccc(OC)cc3)o2)cc1	-3	2	14	9	-2	0.3	0	0.1	2
O=C(CCCn1cc([N+](=O)[O-])cn1)Nc1ccc2c(c1)OCO2	-2	-4	5	-1	1	1.5	0	0.2	5
COCCNC(=O)/C=C/c1c(Cl)cccc1Cl	-3	-6	-3	1	-2	-0.1	0	-0.2	6
COc1cccc(C(=O)NCCS(=O)(=O)N2CCCCC2)c1	3	-2	4	0	-3	0.6	1	-0.2	-6
Cc1cc(O)cc(=O)n1Cc1ccccc1	-2	1	0	0	-1	0.6	2	0.0	-1
O=C(O)[C@@H](O)c1ccccc1	4	4	-12	-5	-4	1.5	-3	0.0	-8
Cc1ccc(NC(=O)C2CCN(S(=O)(=O)c3ccc4[nH]c(=O)ccc4c3)CC2)c(C)c1	-2	2	7	-4	3	-1.1	0	0.4	7
CC1=NN(C(=O)c2ccc(Cn3nc(C)c(Br)c3C)cc2)C(O)(C(F)(F)F)C1 (stereo not given)	-2	2	6	-5	-5	0.6	4	0.2	5
CNC(=O)C(C)Sc1ccc(S(=O)(=O)N2CCOCC2)cn1 (stereo not given)	/	/	16	0	3	-0.5	/	-0.1	11
C=CCNC(=O)CN1CCC(c2nc3cc(C)c(C)cc3[nH]2)CC1	-3	3	4	-6	-1	1.5	-3	-0.1	-4
COc1cc(/C=C2\SC(=Nc3ccc(O)cc3)NC2=O)cc(OC)c1O	17	-20	0	-42	-4	-2.3	15	0.3	-9
CO/N=C/C(c1ncc(C(F)(F)F)cc1Cl)S(=O)(=O)c1ccccc1 (stereo not given)	4	-2	12	-7	-5	4.2	-1	0.0	-3
C=CCCCCCCCCC(=O)Nc1c[nH]c(=O)[nH]c1=O	-1	1	11	3	0	1.0	1	0.0	0
OCCNc1nc(-c2ccccc2)c2cc(Br)ccc2n1	1	-11	-3	0	6	0.9	-7	0.3	-6
Cc1ccccc1C(=O)NC1CCN(CC(=O)Nc2ccccc2Cl)CC1	-1	-1	-16	4	2	3.2	-2	0.0	-8
CCOC(=O)c1c(NC(=O)CSc2nnc3c(n2)[nH]c2ccccc23)sc2c1CCN(C)C2	11	33	-2	-2	18*	0.1	0	0.0	-7
COc1ccc(C(=O)NC2(C(F)(F)F)NC(=O)N(CCCc3ccccc3)C2=O)cc1OC (stereo not given)	-1	-5	17	-1	-1	3.8	3	-0.2	7
c1ccc(-c2nnc(N3CCOCC3)c3ccccc23)cc1	-5	6	-7	5	-5	-0.9	5	-0.1	0
CC(=O)N/C(=C\c1ccccc1Cl)C(=O)O	-2	-1	2	3	0	-0.4	-1	0.0	5
CCOC(=O)N1CCC(NC(=O)Cn2cc3c(n2)CCCCC3)CC1	0	0	-7	-5	-7	2.9	1	0.4	5
CCOc1ccc(C(=O)NCCc2ccc3c(c2)OCCO3)cc1	-3	0	-45	-9	2	-1.3	0	0.0	5
COc1ccccc1OCCCN1C(=O)C(=O)c2cccc(C)c21	-1	2	-2	4	1	0.5	-3	0.2	3
CCN(Cc1ccccc1)C(=O)COC(=O)c1cnc(C)cn1	-1	1	5	5	-3	0.7	-6	0.0	12
CSc1ccc(/C=C(/NC(=O)c2ccco2)C(=O)N2CCOCC2)cc1	-1	7	-6	3	2	-0.6	0	0.1	3
N#Cc1c(N)n(-c2ccc(N)cc2)c2nc3ccccc3nc12	-1	2	-15	-1	-4	1.9	1	0.0	-1
O=C1N[C@@H](Cc2ccccc2)[C@@H](c2ccco2)O1	-1	-16	-4	-1	1	1.4	-2	0.0	7
COCCN1CC(=O)N(c2cccc(C)c2C)C(c2ccc(Cl)cc2)C1=O (stereo not given)	-3	3	-4	-8	-3	-1.1	-1	-0.1	3
CCOC(=O)c1ccccc1NC(=O)/C=C/C(=O)O	-2	4	-2	2	7	1.1	2	0.1	3
COc1ccccc1NC(=O)N1CCN(C(=O)Nc2ccccc2OC)CC1	-5	-6	-2	4	0	1.4	1	0.2	-9
NC(=S)N/N=C/c1ccc(Br)o1	0	-1	-38	4	-3	-1.6	17*	-0.2	2
O=C(NCc1ccco1)c1ccc(COc2cccc3ccccc23)cc1	2	12	0	-16	7	0.9	3	0.0	1
COC(=O)c1cc(C(=O)c2cc(Cl)ccc2O)coc1=N	4	-3	-4	1	-7	0.1	4	-0.2	9
O=C(CN1C(=O)c2ccccc2C1=O)Nc1ccccc1N1CCOCC1	-3	-2	0	-5	-1	2.3	6	-0.1	1
Cc1ccc(Cn2ccc(NC(=O)c3cc(C(C)C)on3)n2)cc1	-1	-6	11	6	4	3.2	-3	0.0	4
COC(CNC(=O)C1CCCN1C(=O)OCc1ccccc1)OC (stereo not given)	43*	-4	-4	7	-5	2.4	-3	-0.3	5
CC(C)n1c(C(F)(F)F)nc2cc(C(=O)N3CCOCC3)ccc21	3	-2	-3	-6	-1	0.5	-1	0.4	0
COc1cccc(C(=O)CC(C#N)c2ccc(F)cc2)c1 (stereo not given)	0	4	13	4	-2	2.2	-2	-0.1	-1
CC(/C=C/c1ccco1)=N/NC(=O)c1ccccc1Cl	6	4	-8	-3	-4	-1.7	3	0.3	2
Cc1ccc(OS(=O)Nc2cccc3nccnc23)cc1 (stereo not given)	2	3	5	-5	3	1.7	3	0.0	-4
O=C(N/N=C/c1ccncc1)c1cc2c(ccc3ccccc32)o1	1	13	-10	-8	2	3.1	3	-0.1	-3
Cc1ccc(C(=O)c2c3ccccc3[n+]([O-])n2CCC(N)=O)cc1	-2	3	5	6	-1	0.8	1	0.1	-6
Cc1cc(NC(=O)CCC(=O)N(CC(=O)NC2CCCC2)c2ccccc2)no1	-3	-4	1	2	2	1.6	-1	0.1	20
Cc1cc(C(=O)OCC(=O)Nc2sc3c(c2C#N)CCC(C)C3)c2ccccc2n1 (stereo not given)	5	53*	75	-11	13	0.5	2	-0.2	14
Cc1cccc(NS(=O)(=O)c2ccc(C(=O)NCC(C)(C)N3CCOCC3)cc2)c1C	9	-3	4	1	-3	2.8	1	-0.4	12
Cc1c(C(=O)N(C)Cc2ccccc2)oc2c(Cl)cccc12	3	7	-5	0	3	1.7	8	0.0	3
COc1ccc(C(C)(C)C)cc1NC(=O)CNc1cccc2ccccc12	1	16	4	-5	3	-4.3	3	-0.4	4
COc1ccccc1C1CC(=O)NC(SCC(=O)Nc2ccccc2)=C1C#N (stereo not given)	-2	4	-2	-6	-2	3.2	-2	0.3	4
O=C(CN1C(=O)c2cccc([N+](=O)[O-])c2C1=O)OCC(=O)N1CCCCC1	3	3	-13	-4	-3	-0.7	-18	0.3	10
O=C(N1CCOCC1)N(Cc1cccs1)C1CCCC1	-3	-5	11	6	-2	-1.4	0	-0.2	16

A portion of the library; the hit share may differ from the screen's.
